Source: PubChem
RAD54 inh – RAD54 (human) branch migration inhibition; Q92698; RAD54 Holliday junction branch migration, FAM/BHQ fluorescence; inhibition, % at 10.4 µM; 360,000 tested, 0.14% active; AID 602329;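 active = mean normalized replicate activity at least 40 and at least half of replicates scoring 40 or more; inconclusive = only one of the two criteria met; inactive = mean below 40 and under half of replicates reaching 40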;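 note: 0% = median of neutral control wells and 100% = median of positive control wells; inhibitors cause a drop in the FAM fluorescence signal; in these data hits start at about 50%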
Target sequence (Q92698 whole entry, looked up): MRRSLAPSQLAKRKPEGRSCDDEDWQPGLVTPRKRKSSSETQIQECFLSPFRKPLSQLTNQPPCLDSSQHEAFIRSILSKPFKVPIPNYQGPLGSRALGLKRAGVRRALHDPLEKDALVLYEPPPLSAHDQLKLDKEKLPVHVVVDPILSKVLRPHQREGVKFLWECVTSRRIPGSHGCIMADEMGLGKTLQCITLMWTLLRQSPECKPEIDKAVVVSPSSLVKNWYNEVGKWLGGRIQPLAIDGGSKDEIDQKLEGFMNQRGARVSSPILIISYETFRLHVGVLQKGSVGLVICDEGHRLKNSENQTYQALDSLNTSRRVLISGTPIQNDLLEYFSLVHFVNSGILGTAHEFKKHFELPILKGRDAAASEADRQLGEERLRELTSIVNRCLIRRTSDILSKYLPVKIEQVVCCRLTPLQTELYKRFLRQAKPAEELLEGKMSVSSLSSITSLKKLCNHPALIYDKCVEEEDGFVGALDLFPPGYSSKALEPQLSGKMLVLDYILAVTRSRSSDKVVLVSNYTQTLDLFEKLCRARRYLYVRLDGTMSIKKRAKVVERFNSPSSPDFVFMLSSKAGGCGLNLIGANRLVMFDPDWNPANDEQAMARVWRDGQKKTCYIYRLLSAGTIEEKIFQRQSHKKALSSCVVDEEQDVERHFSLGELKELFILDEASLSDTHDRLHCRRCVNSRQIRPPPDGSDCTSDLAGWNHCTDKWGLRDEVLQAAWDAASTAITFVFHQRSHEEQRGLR
CFTR F508del cor – correctors of CFTR F508del function in bronchial epithelial cells. activity (quench increase), % at 7.58 µM. 350,000 tested, 0.36% active. CFBE cells, YFP halide quenching; stimulated with forskolin plus potentiator P3; % fluorescence drop versus neutral controls. AID 720511;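 active = mean added fluorescence quench of at least 8% versus neutral control, with both replicates also reaching 8%; inconclusive = only one of the mean or replicate conditions met; inactive = mean below 8% and not both replicates reaching 8%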;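 note: cells transiently co-express mutant CFTR-F508del with the halide-sensitive YFP; corrector assay measuring rescue of mutant channel to the surface after 24 h compound exposure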
Xi reactivation – activators of X-chromosome reactivation in mouse fibroblasts; activation, % at 7.58 µM; 360,000 tested, 0.055% active; XiGFP mouse fibroblasts, % GFP-positive cells imaging, 3 d; cells co-treated with 5-aza-dC sensitizer; scaled so ellipticine positive control = 100%; AID 743238;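 active = mean normalized replicate activation at least 10% and every replicate at or above 10%; inconclusive = only one of the two criteria met; inactive = mean below 10% and not all replicates reach 10%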;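 note: 0% = median of on-plate neutral control wells and 100% = ellipticine 6 µM median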
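material = 68-5-11 XiGFP fibroblast line | medium = DMEM plus 5-aza-dC sensitizer | schedule = 3 days compound exposure | benchmarks = positive control ellipticine, 6 µM final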
GSIS activator – GLuc luminescence reporter in INS-1E cells, primary screen for activators of glucose-dependent secretion of insulin. activation, % at 16.6 µM. AID 743287. INS-1E GLuc reporter insulin secretion, 2-3 h. 370,000 tested, 0.61% active;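 active = lowest replicate activation of at least 40%, so every replicate reaches that level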;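 note: 0% = median of neutral control wells and 100% = median of IBMX positive control wells; some compounds called inactive have numbers as strong as hits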
E-selectin induc – induces E-selectin expression in human endothelial cells; HUVEC E-selectin immunofluorescence imaging; normalized: neutral wells 0, TNF-alpha wells 100; activation, % at 7.58 µM; 260,000 tested, 0.37% active; P16581; AID 686992;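 active = mean E-selectin-positive cell signal at least 10% of the positive control, reached in at least 60% of replicates, without over 20% cell loss; inconclusive = no rule given, readout overlaps actives, possibly toxicity-flagged; inactive = the rest, including those meeting only one limit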;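 note: in these data hits start at about 27%; measured in HUVEC primary endothelial cells; signal is the percent of cells scored E-selectin positive by PE staining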
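Assay system: HUVEC primary endothelial cells. Input: 3,000 HUVEC seeded per well. Doses: one compound dose added by pin transfer. Read-out basis: % PE-positive cells. Benchmarks: TNF-alpha high, DMSO low. Detection: immunofluorescence imaging. Buffer or medium: EGM-2, gelatin.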
RAD52 anneal inh – RAD52 (human) annealing inhibition; recombinant RAD52 DNA annealing, FRET fluorescence; AID 651710; 360,000 tested, 0.46% active; inhibition, % at 18.7 µM;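 active = every replicate showing at least 50% inhibition; inconclusive = mean inhibition at least 50% but not in every replicate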
DENV2 CPE rescue – DENV2-induced cell death inhibition | 350,000 tested, 1.7% active | AID 651640 | CPE inhibition, % at 9.99 µM | DENV2-infected cells, cytopathic effect rescue, plate reader; in the data active = CPE inhibition above about 20%, passing the limit was not always enough; inconclusive = no clear call, values can overlap the other calls; tested in BHK-21 cells;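 note: 0% = median of neutral control wells and 100% = median of positive control wells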
Casp6 inh – inhibitors of human caspase-6; P55212; 350,000 tested, 0.53% active; inhibition, % at 12.5 µM; purified caspase-6, Z-VEID-R110 cleavage fluorescence;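 active = mean inhibition across replicates at least about 35%, with every replicate also reaching that limit, limit read from the data; inconclusive = only one of the two criteria met; inactive = neither criterion met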;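 note: 0% = median of neutral control wells and 100% = no fluorescence left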
Target sequence (P55212 24-179 limits assumed): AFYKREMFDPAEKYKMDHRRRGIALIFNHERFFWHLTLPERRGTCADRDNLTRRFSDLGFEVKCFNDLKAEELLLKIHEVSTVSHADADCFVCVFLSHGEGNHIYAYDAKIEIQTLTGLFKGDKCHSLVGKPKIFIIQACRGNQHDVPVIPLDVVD
Target sequence (P55212 194-293 limits assumed): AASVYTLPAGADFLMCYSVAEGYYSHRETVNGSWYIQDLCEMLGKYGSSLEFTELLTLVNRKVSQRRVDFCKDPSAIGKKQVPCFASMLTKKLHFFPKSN
* = called active by the depositor; ? = inconclusive; / = not tested or not shown.

Every second line gives: RAD54 inh | CFTR F508del cor | Xi reactivation | GSIS activator | E-selectin induc | RAD52 anneal inh | DENV2 CPE rescue | Casp6 inh
C[C@H](O)C#Cc1ccc2c(c1)O[C@H](CN(C)Cc1cncnc1)[C@@H](C)CN([C@H](C)CO)S2(=O)=O
→ -1 | -0.7 | 0.5 | 10 | -0.1 | -9 | -7 | 3
O=C(NC1CCCC1)N1CC(=O)N2[C@H](CO)[C@@H](c3ccc(-c4cccnc4)cc3)[C@H]2C1
→ / | 0.3 | 0.7 | 4 | 0.3 | -7 | -6 | 0
Cn1c(CC(=O)Nc2ccc(F)cc2)nnc1SCC(=O)NC1CCCCC1
→ -4 | 0.6 | 0.1 | 7 | / | -8 | 3 | /
COc1ccc(CN(C)C(=O)Cc2ccc(OC)c(S(=O)(=O)N3CCOCC3)c2)cc1OC
→ 7 | -0.4 | -0.1 | 27 | / | 14 | -2 | -235
C/C(=N/N1CCN(c2ccccn2)CC1)c1cccc([N+](=O)[O-])c1
→ -4 | -2.5 | 0.0 | -3 | -0.5 | 0 | 7 | -6
CC(=O)Nc1ccc(S(=O)(=O)N2CCCC(C(=O)N3CCN(c4ccccc4)CC3)C2)cc1 (stereo not given)
→ 9 | 0.5 | 0.2 | -15 | -0.3 | -15 | ? | 1
COc1cc(SC)ccc1C(=O)NC1CCCc2ccccc21 (stereo not given)
→ -3 | -1.5 | 0.0 | -12 | 0.0 | -19 | 13 | -1
CO[C@H]1CN(C)C(=O)c2cc(NC(=O)c3ccc(F)cc3)ccc2OC[C@H](C)N(C(=O)CC2CC2)C[C@@H]1C
→ / | 1.5 | 0.2 | -10 | -0.1 | / | / | /
COc1ccc(CNC(=O)N(C)C[C@H]2OCc3ccccc3-c3ccccc3C(=O)N([C@H](C)CO)C[C@@H]2C)cc1
→ 2 | -0.3 | -0.3 | -9 | 1.5 | 13 | -1 | 2
COc1cc(/C=N/NC(=O)c2ccc(NC(=O)C3CC3)cc2)ccc1OC(C)=O
→ 4 | -2.4 | -0.1 | 8 | 6.1 | -5 | ? | 2
O=C(Nc1ccc(S(=O)(=O)Nc2nccs2)cc1)c1nn(-c2ccccc2)ccc1=O
→ -7 | -0.1 | 0.0 | 15 | / | -9 | -1 | 1
O=C(C[C@@H]1CC[C@@H]2[C@H](COC[C@H](O)CN2Cc2ccc(Oc3ccccc3)cc2)O1)N1CCN(c2ccccc2)CC1
→ 4 | 8.9* | 0.3 | -5 | -0.2 | -42 | 1 | 3
Cc1cn(CC(=O)N(C)Cc2ccco2)c(=O)[nH]c1=O
→ -3 | 0.6 | -0.2 | -1 | 0.6 | 6 | ? | 2
CC(=NCc1ccccc1)c1ccccc1O
→ / | -2.1 | -0.1 | / | -0.3 | 7 | -1 | 3
CC(C)C#Cc1ccc([C@H]2[C@@H](C#N)N(C(=O)c3cccc(F)c3)[C@@H]2CO)cc1
→ -15 | 2.5 | 0.1 | -20 | 0.5 | 5 | 6 | 0

Next section, overlapping the part above by 6 compounds.
Every second line gives: RAD54 inh | CFTR F508del cor | Xi reactivation | GSIS activator | E-selectin induc | RAD52 anneal inh | DENV2 CPE rescue | Casp6 inh
COc1cc(/C=N/NC(=O)c2ccc(NC(=O)C3CC3)cc2)ccc1OC(C)=O
→ 4 | -2.4 | -0.1 | 8 | 6.1 | -5 | ? | 2
O=C(Nc1ccc(S(=O)(=O)Nc2nccs2)cc1)c1nn(-c2ccccc2)ccc1=O
→ -7 | -0.1 | 0.0 | 15 | / | -9 | -1 | 1
O=C(C[C@@H]1CC[C@@H]2[C@H](COC[C@H](O)CN2Cc2ccc(Oc3ccccc3)cc2)O1)N1CCN(c2ccccc2)CC1
→ 4 | 8.9* | 0.3 | -5 | -0.2 | -42 | 1 | 3
Cc1cn(CC(=O)N(C)Cc2ccco2)c(=O)[nH]c1=O
→ -3 | 0.6 | -0.2 | -1 | 0.6 | 6 | ? | 2
CC(=NCc1ccccc1)c1ccccc1O
→ / | -2.1 | -0.1 | / | -0.3 | 7 | -1 | 3
CC(C)C#Cc1ccc([C@H]2[C@@H](C#N)N(C(=O)c3cccc(F)c3)[C@@H]2CO)cc1
→ -15 | 2.5 | 0.1 | -20 | 0.5 | 5 | 6 | 0
FC(F)(F)c1ccccc1NC(=S)N/N=C1\CC2CC=CC12 (stereo not given)
→ / | 2.0 | -0.1 | -3 | -0.2 | -21 | -1 | 6
CCc1ccc(C(=O)C(C)OC(=O)c2nc3nc(C)cc(C)n3n2)cc1 (stereo not given)
→ -5 | 2.5 | 0.0 | -4 | 4.9 | -7 | -9 | -2
O=C(CSc1ncn[nH]1)Nc1cc(S(=O)(=O)N2CCCC2)ccc1Cl
→ -2 | 1.1 | 0.0 | 15 | 0.0 | -8 | 4 | 1
COc1ccc(Cl)cc1NC(=S)Nc1cccc(C)c1
→ -3 | 0.8 | 0.2 | 6 | / | -10 | 0 | -6
O=C(/C=C/c1ccc(-c2ccc(F)cc2)o1)N1CCCC1
→ / | -0.1 | -0.6 | -23 | 0.1 | -19 | -1 | 4
Cc1ccc(OCC(=O)N(C)CC(=O)Nc2ccc(N3CCOCC3)cc2)cc1
→ -12 | 0.2 | -0.1 | 4 | 0.0 | -1 | 15 | 22
Cc1ccc(NC(=O)CN(C)C(=O)c2ccccc2OCc2c(C)noc2C)cc1
→ 1 | -3.5 | 0.3 | 14 | / | -7 | -11 | -2
O=C(C[C@@H]1C=C[C@H](NC(=O)C2CCC2)[C@@H](CO)O1)NC1CCC1
→ -7 | -1.7 | -0.4 | 17 | -0.8 | 5 | -8 | 12
Cc1noc(/C=C/Nc2ccc(F)cc2F)c1[N+](=O)[O-]
→ / | -3.5 | 0.3 | -8 | 0.4 | -489 | / | 1
O=C(Nc1nc2c(Cl)cccc2s1)C1CC1
→ -12 | 0.8 | 0.0 | -3 | 5.3 | -3 | -1 | 5
COc1cccc(/C=N/NC(=O)c2ccc(N(C)S(=O)(=O)c3ccccc3)cc2)c1OC
→ 1 | 2.9 | -0.1 | -4 | 0.4 | -7 | 2 | -2
CC(C)N1CCC(NC(=O)NC2CCCCC2)CC1
→ / | -1.1 | 0.1 | -11 | / | -10 | -1 | -8
COCC(=O)Nc1ccc2c(c1)OC[C@H](C)N(Cc1ccccc1)C[C@H](C)[C@@H](OC)CN(C)C2=O
→ -8 | -1.6 | 0.2 | -9 | -0.2 | 2 | 2 | -2
O=C(C[C@H]1CC[C@@H](NC(=O)NC2CCCC2)[C@@H](CO)O1)NCc1ccc(F)cc1
→ -5 | -3.8 | 0.9 | -2 | -0.1 | -3 | -8 | -2
O=C(C[C@H]1C=C[C@H](NC(=O)NC2CCCC2)[C@@H](CO)O1)NCc1ccc(F)cc1
→ -3 | -3.0 | 0.1 | 4 | 0.1 | -5 | 2 | 3
O=C(O)c1ccc(N=N/C(=N\Nc2ccc(C(=O)O)cc2)c2ccccc2)cc1
→ -1 | -2.1 | 0.0 | 13 | 0.0 | -27 | / | 2
Cc1ccccc1-c1cccc([C@@H]2C[C@H]3[C@H](CON3C)CN2C(=O)CCc2ccccc2)c1
→ -4 | 0.9 | 0.1 | -34 | -0.6 | -14 | 0 | 1
C[C@H](CO)N1C[C@H](C)[C@@H](CN(C)Cc2ccc(Cl)c(Cl)c2)Oc2ccc(NS(=O)(=O)c3cccs3)cc2C1=O
→ -6 | 0.5 | -0.1 | -28 | -1.6 | -3 | -2 | -2
CCOC(=O)C1(Cc2ccccc2C)CCCN(C(=O)c2ccnn2C)C1 (stereo not given)
→ -1 | 0.7 | 0.0 | -11 | 114* | 5 | -3 | 3
CCCC#Cc1ccc([C@@H]2[C@@H](CO)N3CCCCN(S(=O)(=O)c4ccccc4C)C[C@@H]23)cc1
→ 0 | 4.5 | 0.0 | -5 | -0.4 | -10 | -3 | 0
CSC[C@H]1CN(Cc2ccccc2)C(=O)[C@@H]1CC(=O)Nc1ccc(Br)cc1
→ -3 | -1.2 | 0.0 | -39 | 5.8 | -16 | -3 | -2
Cc1cccc(C(=O)Nc2nnc(S(=O)(=O)N3CCOCC3)s2)c1
→ 1 | -0.6 | 0.3 | 11 | / | 3 | 2 | 2
CCOc1ccc(NC(=O)C2CCCN(c3c(CC)c(C)nc4ncnn34)C2)cc1 (stereo not given)
→ 9 | -3.5 | -0.1 | -5 | / | -7 | ? | /
C[C@@H]1CN([C@@H](C)CO)C(=O)c2cc(N(C)C)ccc2O[C@@H](C)CCCCO[C@H]1CN(C)C(=O)Cc1ccccc1
→ / | -2.8 | 0.2 | -10 | 0.1 | / | / | /
COc1ccc(CCN(C)C2CCCN(C(=O)Cn3cnnn3)C2)cc1OC (stereo not given)
→ -9 | 1.6 | 0.3 | 6 | / | -11 | 13 | -2
CN(C)C(=O)c1ccc(-c2ccc([C@@H]3[C@H](CO)N4C(=O)CN(C(=O)C5CCCC5)C[C@@H]34)cc2)cc1
→ / | -1.2 | -0.1 | 11 | 0.1 | 5 | -9 | 4
C[C@H](CO)N1C[C@H](C)[C@@H](CN(C)Cc2ccccc2)Oc2c(NC(=O)C3CCOCC3)cccc2C1=O
→ -4 | 0.3 | 0.1 | -5 | -0.2 | 9 | -14 | 1
COC(=O)c1ccccc1S(=O)(=O)N1CCC(C(=O)NC2=NCCS2)CC1
→ 7 | -2.1 | 0.2 | -13 | / | -16 | 3 | -11
O=C(C[C@@H]1CC[C@@H]2[C@H](COC[C@H](O)CN2C(=O)Nc2ccc(Cl)c(Cl)c2)O1)NCc1ccc(F)cc1
→ -8 | -3.3 | 0.0 | -18 | 0.3 | 12 | -3 | 1
CC1CCN(C(=O)COC(=O)c2nn(C)c(=O)c3ccccc23)CC1
→ 0 | -0.1 | 0.0 | 14 | 2.1 | 3 | 7 | 0
Cc1ccc(CNS(=O)(=O)c2c(N)n(C)c(=O)n(C)c2=O)cc1
→ -1 | -0.5 | 0.2 | 8 | -0.4 | 6 | -1 | -1
CCc1nc2sc3c(c2c(=O)n1CCO)CCC3
→ 6 | -0.2 | 3.2 | 10 | 3.3 | -18 | -3 | -1
C=CCSc1nnc(-c2cccnc2)o1
→ -6 | -0.2 | 0.1 | 14 | -0.1 | -12 | 3 | 1
O=C(CCN1CCCCC1)NCC[C@@H]1CC[C@@H](NC(=O)C2CCOCC2)[C@H](CO)O1
→ 3 | -0.9 | 0.0 | -9 | 0.1 | 0 | 17 | -1
CO[C@H]1CN(C)C(=O)c2ccc(NC(C)=O)cc2OC[C@@H](C)N(Cc2cncnc2)C[C@H]1C
→ -3 | -0.4 | 0.1 | 1 | -0.1 | -8 | 6 | -1
Cc1cc(N2CCNC[C@@H]2C)ccc1N1CCS(=O)(=O)CC1
→ / | 1.7 | 0.2 | 2 | 0.5 | -38 | -7 | -7
